# rTrxR1 inhibitor – blocks rat thioredoxin reductase 1 | 390,000 tested, 1% active | recombinant rTrxR1, NADPH fluorescence consumption, selenite substrate | Potency, µM (doses to about 114 µM), without a hit: top-dose activity change, negative = inhibition, hits mostly inhibitors; also: potency is read from the fitted curve at half-maximal effect; % is scaled to controls: 0 for no effect and ±100 for the full control effect; nearly all actives have a fitted effect of over 65% in size
#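 Rat TrxR1 (90 nM in the dispensed reagent) was pre-reduced with 400 uM NADPH for 5 min at room temperature, then incubated with compound for 15 min. After 400 uM selenite was added, NADPH fluorescence (Ex 340/Em 450 nm) was followed for 8 min.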
# D2 agonist – activates the human D2 dopamine receptor; activation, % at 2 µM; HEK293 T-REx D2 cells, calcium flux agonist mode; 340,000 tested, 0.53% active;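 active = activation over 3 SD above normal in the single-dose calcium agonist read, cut at about 30% in these data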; also: 0% is about no effect
#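 Calcium-flux readout, 1 cycle/sec over 180 s following compound pin transfer, in inducible HEK293 Trex D2 cells (force-coupled); dopamine controls included. Positive calcium responses during this window marked compounds as potential agonists.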
# D2 antag – antagonizes the human D2 dopamine receptor; inhibition, % at 10 µM; P14416; 340,000 tested, 2% active; HEK293 TREx D2 cells, calcium flux, dopamine EC80; AID 485344; in the data active = inhibition above about 30%; also: 0% is about no effect
#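 Cells plated overnight at 30 C with tetracycline; no-wash calcium dye, 30–90 min RT; 10 s baseline; compound pinned; 180 s read; EC80 dopamine added; another 180 s read.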
# TRHR enhancer – allosterically enhances the human TRH receptor; enhancement, % at 2 µM; P34981; 360,000 tested, 0.66% active; TRHR cells, fluo-8 calcium fluorescence, EC20 TRH enhancement; in the data active = enhancement above about 30%; also: 0% is about no effect
#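 Enhancer read-out: after compound pinning and an initial kinetic agonist-mode read, an EC20 of TRH (10 nM final) was injected and fluo-8 calcium signal (Ex 480/Em 530) followed at 1 s/cycle for 100 cycles in TRHR-expressing cells.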
# IDH1 R132H inh – human IDH1 R132H inhibition. O75874. IDH1-R132H enzyme, NADPH consumption, diaphorase/resazurin fluorescence. Potency, µM (highest dose often 76.6 µM), for the others: at the highest dose activity change, negative = inhibition, hits mostly inhibitors. 390,000 tested, 0.093% active. AID 602179; also: potency is read from the fitted curve at half-maximal effect; % is scaled to controls: 0 for no effect and ±100 for the full control effect; nearly all actives have a fitted effect of over 65% in size
#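 IDH1-R132H (0.5 ug/mL) preincubated 30 min with compound, then NADPH (0.016 mM) and alpha-KG (2 mM) added; 80 min at RT, pH 7.5. Remaining NADPH coupled via diaphorase/resazurin to fluorescence (540/590 nm); concentration-response curves normalized to no-enzyme control.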
# PI4K2A inh – inhibitors of human PI4K2A; Q9BTU6; 420,000 tested, 0.13% active; purified PI4K2A, ADP-Glo luminescence, 1 h; active compounds read low; activity change, negative = inhibition, % at 76.9 µM; AID 1346378; in the data active = activity change below about -50%; inconclusive = mostly about -30% to -49%;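 also: -100% = wells without enzyme as full effect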
#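 In this quantitative HTS, ADP production by PI4K2A was quantified luminescently after 1 h at ambient temperature; 100 microM adenosine served as plate-quality control.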
# TRHR ag – TRH receptor (human) agonism. P34981. TRHR cells, calcium flux fluo-8, FDSS agonist mode. activation, % at 2 µM. 360,000 tested, 0.18% active; in the data active = activation above about 30%; also: 0% is about no effect
#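 Read-out: compound-evoked intracellular calcium rise in TRHR cells, fluo-8 dye, kinetic FDSS fluorescence at 1 s/cycle following a 10-cycle baseline. Cells cultured overnight before dye loading (30 min–1.5 h, RT).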
# TrxR1 substrate – rat thioredoxin reductase 1 substrate activity; O89049; purified TrxR1 substrate turnover, NADPH consumption readout; Potency, µM (top dose mostly 114 µM), inactives show at the top dose activity change, negative = substrate turnover; 390,000 tested, 0.01% active; AID 588456; also: potency is read from the fitted curve at half-maximal effect; % is scaled to controls: 0 for no effect and ±100 for the full control effect; nearly all actives have a fitted effect of over 50% in size
#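 Rat TrxR1, dispensed at 90 nM, was prereduced with 400 uM NADPH (final) for 5 min at ~22 deg C, then incubated with compound 15 min before 400 uM selenite. A first-read NADPH fluorescence drop versus no-compound background flagged substrates.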
# USP1-UAF1 inh – blocks the human USP1/UAF1 deubiquitinase complex; recombinant USP1/UAF1, Ub-Rhodamine cleavage fluorescence; Potency, µM (series often up to 57.1 µM), inactives show top-dose activity change, negative = inhibition, hits mostly inhibitors; 390,000 tested, 0.23% active; also: potency is read from the fitted curve at half-maximal effect; % is scaled to controls: 0 for no effect and ±100 for the full control effect; nearly all actives have a fitted effect of over 60% in size; inactives centre near -12
# Target sequence (O94782 whole entry, looked up): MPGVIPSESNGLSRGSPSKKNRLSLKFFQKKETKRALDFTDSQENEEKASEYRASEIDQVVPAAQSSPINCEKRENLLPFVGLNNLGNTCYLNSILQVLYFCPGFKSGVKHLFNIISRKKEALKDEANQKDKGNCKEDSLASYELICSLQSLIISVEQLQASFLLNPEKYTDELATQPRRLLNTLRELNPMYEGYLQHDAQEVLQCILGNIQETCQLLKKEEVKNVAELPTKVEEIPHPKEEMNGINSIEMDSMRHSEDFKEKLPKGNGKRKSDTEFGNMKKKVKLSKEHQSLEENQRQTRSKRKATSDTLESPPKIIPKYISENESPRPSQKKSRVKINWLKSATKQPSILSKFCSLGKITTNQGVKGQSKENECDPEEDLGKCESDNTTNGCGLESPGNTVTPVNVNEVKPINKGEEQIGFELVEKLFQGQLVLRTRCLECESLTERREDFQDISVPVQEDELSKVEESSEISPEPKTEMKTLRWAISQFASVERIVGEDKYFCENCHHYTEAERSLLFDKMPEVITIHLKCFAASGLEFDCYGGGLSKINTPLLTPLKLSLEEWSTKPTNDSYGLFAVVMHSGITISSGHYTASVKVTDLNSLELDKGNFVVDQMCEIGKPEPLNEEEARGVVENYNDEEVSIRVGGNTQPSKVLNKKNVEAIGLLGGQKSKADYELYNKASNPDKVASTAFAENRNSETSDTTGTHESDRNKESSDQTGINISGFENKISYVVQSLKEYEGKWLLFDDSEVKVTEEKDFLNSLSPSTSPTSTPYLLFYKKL
#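 High-throughput fluorogenic screen: 1nM USP1/UAF1 complex, Ub-Rho substrate 150nM final, 50mM HEPES pH 7.8 with 0.5mM EDTA, 0.1 mg/ml BSA, 1mM TCEP and 0.01% Tween-20.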
# * hit, by the source's call; u = inconclusive; x = no result given; [ ] = another dose, or the depositor's remark. Unless noted, calls follow the shape of the dose curve; as a rule, active = well fitted inhibition curve with a large enough effect; inconclusive = small, poorly fitted or top-dose-only effect; inactive = no such curve, though single readings can be large or run the other way. The order is random; any-hit rate near 3.9%.
smiles	rTrxR1 inhibitor	D2 agonist	D2 antag	TRHR enhancer	IDH1 R132H inh	PI4K2A inh	TRHR ag	TrxR1 substrate	USP1-UAF1 inh
COc1ccc(CCNC(=O)COC(=O)c2cnc(C)cn2)cc1OC	16%	1.6	-8	-2	-1%	-2	1.0	7%	3%
CN1CCC(=NNC(=O)CN(c2ccc([N+](=O)[O-])cc2)S(=O)(=O)c2ccccc2)CC1	-2%	x	x	3	0%	-4	-0.2	-4%	-30%
CCOC(=O)C1(Cc2ccccc2C)CCCN(C(=O)CSC)C1 (centres undefined)	-3%	x	x	x	2%	-4	x	3%	-15%
NC(N)=Nc1ccc(C=C2C=Cc3ccccc32)cc1	8%	x	x	x	2%	-1	x	-1%	-16%
COc1ccc(C(=O)Nc2c(C)csc2C(=O)O)cc1	26%[57.1 µM]	0.1	-3	-1	10%	0	0.0	-8%	-9%
COc1ccccc1/C=C/C(=O)Nc1cccnc1Cl	20%	x	x	5	3%	-11	0.0	10%	-5%
COc1ccc(N2CCN(c3nc(-c4cccs4)nc4ccccc34)CC2)cc1	0%[57.1 µM]	1.0	-17	-4	-2%	-2	0.4	-6%[57.1 µM]	-12%
O=[N+]([O-])c1cc(S(=O)(=O)N2CCCC2)ccc1NN=C1CCCCC1	u	0.3	1	1	-3%	3	0.7	-11%	-3%
Cc1nc(SCC(=O)NCc2ccco2)c2c(=O)n(C)c(=O)n(CC(C)C)c2n1	x	0.3	0	-4	x	x	-0.5	x	x
O=S(=O)(Nc1ccc(O)c2ccccc12)c1ccc(F)cc1	-12%	x	x	x	37%[activator]	-10	x	-5%	u
CCOc1ccc(-n2c(SCC(=O)Nc3cc(C)on3)nc3c(c2=O)SCC3)cc1	18%	-1.7	5	-3	-11%	-1	-2.0	1%	-13%
CC12C(=O)N(c3cccc(OC(=O)c4ccco4)c3)C(=O)C1C1c3ccccc3C2c2ccccc21 (centres undefined)	12%	0.5	4	-3	7%	5	0.1	1%	-20%
C[C@@]12C(=O)N(c3ccc(Cl)cc3)C(=O)N1[C@@H]1c3ccccc3OC[C@@H]1[C@H]2c1ccccc1	21%	x	x	x	11%	-2	x	5%	-28%
COc1ccc(-c2nnc(SCC(=O)Nc3ncc(C(F)(F)F)cc3Cl)n2CC(C)C)cc1	-19%	-1.5	24	-3	5%	-1	-2.5	-4%	-6%
O=C(c1ccc2c(c1)OCO2)N1CCC2(CC1)Oc1ccc(Cl)cc1C(=O)C21CC(c2cccnc2)=NO1 (centres undefined)	6%[2.29 µM]	x	x	3	2%[38.3 µM]	-5	0.7	-7%	-7%
CN=C1CC(C)(C)CC(=O)/C1=C(/O)CCC(=O)NC	-2%[57.1 µM]	1.8	-9	5	3%	3	0.4	-5%[57.1 µM]	-12%
CC(=O)OCC(=O)Nc1ccccc1OC(F)F	0%	-0.4	-2	-6	3%	0	0.0	-2%	-20%
CC(=O)Nc1ccc(C(=O)NNC(=O)C2C3CCCCC32)cc1 (centres undefined)	19%	-0.1	1	5	-9%	1	0.8	8%	-10%
COc1ccc(NC(=O)CCC(=O)OCc2ccc([N+](=O)[O-])cc2)cc1	2%	0.3	-6	4	-7%	-6	-3.8	-4%	-6%
CCCN(C(=O)COC(=O)CSc1ccc([N+](=O)[O-])cc1)C1CCS(=O)(=O)C1 (centres undefined)	-14%	0.5	-41	-4	11%	-8	-0.1	0%	-10%
CCN(CC)CCN1C(=O)C(O)=C(C(=O)c2cc3ccccc3o2)C1c1cccnc1 (centres undefined)	-9%[57.1 µM]	-0.1	1	-3	-3%	-4	0.9	-10%	-10%
Cc1ccc(C2=NNC(c3ccc(Cl)cc3)=Nc3ccccc32)o1	-8%	x	x	4	7%	1	-0.6	-6%	-19%
CCOC(=O)c1ccc(CN(Cc2ccccc2)S(=O)(=O)c2cccc([N+](=O)[O-])c2)cc1	-6%	1.8	1	-6	5%	1	1.6	-14%	-4%
COc1ccccc1N1CCN(c2ncc3c(n2)CCN(Cc2ccc(C)s2)C3)CC1	14%[57.1 µM]	1.9	x	2	-9%	1	0.2	2%[57.1 µM]	-11%
CCc1ccc(S(=O)(=O)n2c(C)nc3ccccc32)cc1	6%[57.1 µM]	-0.9	0	-5	20%	-1	0.1	8%[57.1 µM]	-16%
CCOc1ccc(NC(=O)CN(C)C(=O)c2sccc2-c2ccccc2)cc1OCC	2%	-0.2	7	-17	1%	2	-0.3	-9%	-7%
O=C(c1ccc(-c2ccc([N+](=O)[O-])cc2)o1)N1CCN(S(=O)(=O)c2cccs2)CC1	45µM*	0.4	-10	3	2%	0	0.2	5%	-20%
COC(=O)c1cccc(N2CCCC2=O)c1	25%	x	x	4	-1%	-3	1.5	3%	-2%
Cn1c(=O)n(C)c2cc(NS(=O)(=O)c3ccccc3[N+](=O)[O-])ccc21	4%	x	x	2	0%	-3	0.3	-2%	-11%
CCN1CCN(C(=O)CN(C)S(=O)(=O)c2ccc(OC)cc2)CC1	-4%[57.1 µM]	-2.5	4	13	2%	2	0.0	13%[57.1 µM]	-5%
CC(=O)N1CCSc2ccc(S(=O)(=O)Nc3ccccc3C)cc21	29%	1.7	-31	-1	13%	-10	-0.5	12%	-21%
CC(C)(C)c1nnc(N/N=C/c2ccccc2)n(N)c1=O	-12%	0.7	2	2	7%	2	-0.4	-15%	-14%
CN(Cc1c(F)cccc1Cl)C(=O)c1cc2ccccc2o1	30%	0.9	-7	-3	6%	3	-0.1	-1%	-14%
C/C(=N\S(=O)(=O)c1ccc(C)cc1)Nc1cc(C(C)C)c(O)cc1C	10%	0.2	11	13	11%	2	0.2	4%	-24%
Cc1ccc(SC(C)c2nc(-c3ccccc3)no2)cc1 (centres undefined)	4%	0.8	7	-2	4%	-3	0.4	-8%	-8%
[O-][n+]1ccccc1/C=C/c1ccccc1	6%[57.1 µM]	x	x	x	-3%	0	x	17%[57.1 µM]	-6%
COc1ccc(Oc2cccc(Cl)c2CNC(=O)CSCC(=O)O)cc1	-13%	0.4	7	4	-11%	3	0.1	-13%	-20%
Oc1oc(-c2ccc(Br)cc2)nc1/C=N/c1ccccn1	22%[57.1 µM]	2.5	-16	0	9%	1	-0.3	4%[57.1 µM]	-2%
CC1CN(C(=S)Nc2cccc(Cl)c2)CC(C)O1 (centres undefined)	33%[11.4 µM]	0.1	-3	6	-7%	2	-2.3	-4%	-10%
Cc1ccc2[nH]c3c(=O)n(CCCN4CCOCC4)cnc3c2c1	-1%[57.1 µM]	4.5	-30	-1	-3%	-6	-0.2	24%[57.1 µM]	-18%
O=C(Nc1ccc2oc(-c3ccc4ccccc4c3)nc2c1)c1cc(Br)ccc1Cl	14%	-2.6	x	10	8%	-9	-0.7	4%	-18%
Cc1cccc(C)c1NC(=O)C1(NC(=O)c2cnccn2)CCCCC1	9%	x	x	2	-6%	3	0.1	-6%	0%
Cc1ccc2c(=O)c(C(=O)c3ccc(F)cc3)cn(CC(=O)Nc3ccc4c(c3)OCCO4)c2n1	19%	0.3	x	7	-3%	3	-0.1	-1%	-8%
Cc1ccc(C(c2ccc(C)o2)c2cccc([N+](=O)[O-])c2O)o1	-7%	-0.9	-11	1	3%	-3	1.0	1%	-10%
COc1ccccc1CN(C)C(=O)CN1C(=O)c2ccccc2C1=O	24%	0.0	-8	-11	-1%	3	-0.8	7%	-18%
Cn1c(=O)cc(SCC(=O)NCCC2=CCCCC2)c2ccc(Cl)cc21	-13%	-1.8	-8	4	2%	-2	-0.3	-18%	-4%
Cc1oc(-c2ccc(C(=O)NCc3ccccc3)cc2)nc1CS(=O)(=O)c1ccccc1	18%	1.0	x	0	-4%	2	0.6	15%	-10%
CN(C)c1ccc(C(CNC(=O)c2ccccc2)N2CCc3ccccc32)cc1 (centres undefined)	-33%[57.1 µM]	0.3	x	-1	20%	1	-0.2	0%[57.1 µM]	2%
COc1ccc(NC(=O)CSc2nc3[nH]ncc3c(=O)[nH]2)c(OC)c1	7%	0.3	10	0	9%	2	0.3	-6%	-4%
Cn1cnnc1SC1c2cccc3cccc(c23)C1NS(=O)(=O)c1ccccc1 (centres undefined)	3%	2.0	21	0	1%	-2	0.3	3%	-2%
O=c1[nH]c(C2CCN(S(=O)(=O)/C=C/c3ccccc3)CC2)nc2c1nnn2Cc1ccccc1	17%[57.1 µM]	0.3	21	13	-4%	-3	-0.3	6%[57.1 µM]	-7%
Cc1ccc([N+](=O)[O-])cc1N=Nc1c(C)[nH]n(C(N)=S)c1=O	10%	1.3	11	-3	-7%	10	0.9	1%	-20%
CCCn1nnc(NC(=O)C(C)Oc2ccc(Cl)cc2Cl)n1 (centres undefined)	-9%	0.2	-34	-3	2%	4	-0.6	-6%	-15%

# An excerpt of these results, as labelled records.
CCCn1nnc(NC(=O)C(C)Oc2ccc(Cl)cc2Cl)n1 (centres undefined)
  rTrxR1 inhibitor: -9% | D2 agonist: 0.2 | D2 antag: -34 | TRHR enhancer: -3 | IDH1 R132H inh: 2% | PI4K2A inh: 4 | TRHR ag: -0.6 | TrxR1 substrate: -6% | USP1-UAF1 inh: -15%
CC(=O)N1CCSc2ccc(S(=O)(=O)Nc3ccccc3C)cc21
  rTrxR1 inhibitor: 29% | D2 agonist: 1.7 | D2 antag: -31 | TRHR enhancer: -1 | IDH1 R132H inh: 13% | PI4K2A inh: -10 | TRHR ag: -0.5 | TrxR1 substrate: 12% | USP1-UAF1 inh: -21%
Cc1cccc(C)c1NC(=O)C1(NC(=O)c2cnccn2)CCCCC1
  rTrxR1 inhibitor: 9% | D2 agonist: x | D2 antag: x | TRHR enhancer: 2 | IDH1 R132H inh: -6% | PI4K2A inh: 3 | TRHR ag: 0.1 | TrxR1 substrate: -6% | USP1-UAF1 inh: 0%
C/C(=N\S(=O)(=O)c1ccc(C)cc1)Nc1cc(C(C)C)c(O)cc1C
  rTrxR1 inhibitor: 10% | D2 agonist: 0.2 | D2 antag: 11 | TRHR enhancer: 13 | IDH1 R132H inh: 11% | PI4K2A inh: 2 | TRHR ag: 0.2 | TrxR1 substrate: 4% | USP1-UAF1 inh: -24%
